From PubChem BioAssay
H9c2 TAG inh: inhibitors of triacylglycerol accumulation, primary screen, cell-based, uHTS, fluorescence, H9c2; H9c2 cells, Nile Red lipid (TAG) fluorescence; cells loaded with 200 µM oleic acid; inhibition, % at 12.5 µM; actives 0.66% (n = 230,000); AID 651582, 2012;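 active means pattern-corrected inhibition of lipid staining of at least 50% with the nuclear-stain viability signal not falling by more than 50%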;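 further: 0% = DMSO wells and 100% = triacsin C control wells; some results filed as inactive read as strong as hits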
H9c2 TAG inh DAPI viability: second read-out of H9c2 TAG inh, no call of its own (marks repeat the call); DAPI nuclei signal change (viability), lower = more cytotoxic, %;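 whole-well DAPI fluorescence read on a plate reader as a viability signal; minus 50 percent equals half of cells still viable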
* hit, by the source's call. Only part of the results is shown; count on the stated rates, not on these rows.

SMILES | H9c2 TAG inh | H9c2 TAG inh DAPI viability
O=C(COC(=O)c1ccccc1)c1ccc2c(c1)OCCO2 | -16 | 2
CCN(CC)S(=O)(=O)c1ccc(-c2nnc(SCC(=O)N3c4ccccc4CC3C)n2CC)cc1 (stereo unspecified) | 10 | -4
CCOc1cc(S(=O)(=O)NC2CCCCCC2)ccc1F | -12 | -5
Clc1cccc(CNc2nnnn2-c2ccccc2)c1 | -12 | 10
CC(=O)c1ccc(S(=O)(=O)N2CCN(C(=O)c3ccccc3Cc3ccccc3)CC2)cc1 | 1 | -4
Cc1cc(NS(=O)(=O)c2cccs2)no1 | 13 | -8
O=C(CSc1ccc(-c2ccco2)nn1)Nc1ccc(F)cc1 | 0 | 5
CCn1c(SCC(=O)N(C)c2ccccc2)nc2c([nH]c3ccccc32)c1=O | 15 | -3
Cc1ccc(NC(=O)c2cc(S(=O)(=O)N3CCCCC3)ccc2N2CCOCC2)c(C)c1 | 2 | 2
COC(=O)c1ccc(/C=N/NC(=S)NCCN2CCOCC2)cc1 | 4 | 0
CCC(C)Sc1ccc([C@@H]2[C@H]3C(=O)N(CC)C(=O)[C@H]3[C@]3(C(=O)OC)CCCN23)cc1OC (stereo partly specified) | 24 | 2
O=C(NCc1ccco1)c1cccc2c1C(=O)c1ccc(N3CCC(Cc4ccccc4)CC3)cc1S2(=O)=O | -12 | -7
COc1ccc(CN2CCN(Cc3c[nH]c4ccccc34)CC2CCO)c(F)c1 (stereo unspecified) | 8 | 4
CN(C)c1cc(-c2ccc(C#N)cc2)oc(=O)c1Cl | 1 | -6
CCC1(c2ccc(F)cc2)NC(=O)N(CC(=O)N2CCc3ccccc32)C1=O (stereo unspecified) | -9 | 0
O=C1CCCCN1CCCC(=O)N1CCCC(Nc2ccc(F)c(F)c2)C1 (stereo unspecified) | -7 | 8
O=C(O)c1ccc(C=C(c2nc3ccccc3s2)c2nc3ccccc3s2)cc1 | -2 | -5
O=C(COc1ccccc1[N+](=O)[O-])Nc1cccc(S(=O)(=O)NC2=NCCCCC2)c1 | 1 | 2
S=C(NNC(=S)NC1CC2CCC1C2)NC1CC2C=CC1C2 (stereo unspecified) | -4 | -5
Cc1ccc([N+](=O)[O-])cc1NC(=O)Cc1ccc(F)cc1 | -13 | 0
COc1ccc(-c2cn(Cc3ccc(C(N)=O)cc3)c(-c3ccncc3)n2)cc1 | 13 | -5
COc1ccc(-c2ccc(SCC(=O)Nc3cccc(C(C)=O)c3)nn2)cc1OC | 4 | -1
NS(=O)(=O)c1ccc(CCNCC(=O)N2CCC(Cc3ccccc3)CC2)cc1 | -7 | 0
CCn1nc(C)cc1C(=O)N1CCCC(C(=O)c2ccc(Oc3ccccc3)cc2)C1 (stereo unspecified) | 1 | 1
COC(=O)c1ccccc1NC(=O)CN1CCCCC1 | -1 | 9
COCCn1c(SCc2cnc(-c3ccccc3)s2)nnc1-c1ccncc1 | -26 | -1
C/C(=N/Nc1nc(C)cc(-c2ccccc2)n1)c1ccco1 | -22 | 2
CCCC1Cc2nc(Cl)c(C#N)cc2CO1 (stereo unspecified) | -21 | 17
CN1CCN(C2=C(Cl)C(=O)N(CCc3ccccc3)C2=O)CC1 | 30 | -7
O=c1cc(CSc2ccccc2)[nH]c(=S)[nH]1 | 0 | -3

Exported as labelled records: part of the list above.
COC(=O)c1ccccc1NC(=O)CN1CCCCC1
  H9c2 TAG inh: -1	H9c2 TAG inh DAPI viability: 9

C/C(=N/Nc1nc(C)cc(-c2ccccc2)n1)c1ccco1
  H9c2 TAG inh: -22	H9c2 TAG inh DAPI viability: 2

COCCn1c(SCc2cnc(-c3ccccc3)s2)nnc1-c1ccncc1
  H9c2 TAG inh: -26	H9c2 TAG inh DAPI viability: -1

CCn1nc(C)cc1C(=O)N1CCCC(C(=O)c2ccc(Oc3ccccc3)cc2)C1 (stereo unspecified)
  H9c2 TAG inh: 1	H9c2 TAG inh DAPI viability: 1

Continuation.
SMILES | H9c2 TAG inh | H9c2 TAG inh DAPI viability
CCOC(=O)c1nnsc1N | 7 | -7
COC(=O)c1nc2n(n1)C(c1ccc(OC)c(OC)c1)C(C(=O)OC1CCCCC1)=C(C)N2 (stereo unspecified) | 15 | 12
CCO[C@H]1OC(C(=O)N2CCCCCCC2)=C[C@@H](c2ccccc2)[C@@H]1CCCO | -3 | -1
Cc1ccc(NC2CCCN(C(=O)c3cn4cccc(C)c4n3)C2)cc1C (stereo unspecified) | 2 | -5
O=C(Cn1c(=O)n(CCCC(=O)NC2CCCC2)c(=O)c2ccccc21)NCCC1=CCCCC1 | 11 | 1
Cc1ccc(OCCCCCCN2CCNCC2)c(Br)c1 | -3 | 4
CCOCCCNC(=O)CC1Oc2ccc(C)cc2NC1=O (stereo unspecified) | 19 | -8
Cc1ccnc(NC(=O)CCCOc2cc(=O)n(C)c3ccccc23)c1 | 78 | -54
CN(CCCC1CCCC1)C(=O)CCc1nnc(-c2ccccc2)o1 | 4 | -9
COc1ccc(CC(=O)N(CCC2=CCCCC2)c2c(N)n(Cc3ccccc3)c(=O)[nH]c2=O)cc1OC | 2 | -7

Next part, starting with the last 2 of the part before.
SMILES | H9c2 TAG inh | H9c2 TAG inh DAPI viability
CN(CCCC1CCCC1)C(=O)CCc1nnc(-c2ccccc2)o1 | 4 | -9
COc1ccc(CC(=O)N(CCC2=CCCCC2)c2c(N)n(Cc3ccccc3)c(=O)[nH]c2=O)cc1OC | 2 | -7
Cc1ccc(OCC(=O)N2CCN(C(=O)c3ccco3)CC2)cc1 | -8 | -1
Cc1cc(=O)oc(C)c1C(=O)NCC1CCCO1 (stereo unspecified) | 4 | 4
Cc1cc(NC(=O)CCC2COc3ccccc3O2)no1 (stereo unspecified) | -2 | 1
COc1ccc(CCN2CC(C(=O)N3CCN(C(C)=O)CC3)CCC2=O)cc1 (stereo unspecified) | -5 | -3
Cc1ccc(S(=O)(=O)NCC(=O)NCCc2c[nH]c3ccccc23)cc1C | 19 | -14
CC[C@]12c3[nH]c4ccc(OC)cc4c3CCN1C(=O)C(CC(=O)NCC13CC4CC(CC(C4)C1)C3)C[C@@H]2C(=O)N1CCN(C(=O)C2CC2)CC1 (stereo partly specified) | 13 | -7
O=C(NCc1ccco1)c1ccccc1-c1nc(-c2ccc(F)cc2)no1 | -8 | 0
CC(C)(O)C#Cc1ccc(C(=O)N2CCN(C(=O)c3ccco3)CC2)cc1 | 1 | -2
NC(COCc1ccccc1)c1csc(NC(=O)Nc2cccc(Cl)c2)n1 (stereo unspecified) | 14 | -8
COc1cc(OC)cc(C(=O)NCC2CCCN(C(=O)c3oc(C)cc3C)C2)c1 (stereo unspecified) | -4 | -3
Cc1noc(C)c1CSCC(=O)Nc1nc2c(F)cc(F)cc2s1 | -6 | 0
NC1(C(=O)O)CSSC1 | 71 | -52
Cc1ccc(S(=O)(=O)Nc2nonc2C)cc1 | -18 | 13
CC(c1ccc(F)cc1)n1cc(S(=O)(=O)N2CCCC2)ccc1=O (stereo unspecified) | -17 | -3
CCNc1nnc(SCC(=O)N2c3ccccc3NC(=O)CC2C)s1 (stereo unspecified) | -10 | 4
COc1cc(C(O)c2nc(/C=C/c3ccccc3)cs2)ccc1F (stereo unspecified) | 6 | 9
CCS(=O)(=O)N1CCCC(C(=O)N2CCc3ccccc3C2)C1 (stereo unspecified) | -11 | -5
CC1(C(=O)NS(=O)(=O)c2cccc(Cl)c2)CCN1C(=O)C1CCCCC1 (stereo unspecified) | 14 | -1
CCCCN(CC)Cc1ccc(CNC(=O)Nc2ccc(Cl)cc2)o1 | -14 | 3
CC(NC(=O)COC(=O)C1CCN(c2ccc(C(F)(F)F)cn2)CC1)c1ccccc1 (stereo unspecified) | 7 | -14
O=C(NCCCN1CCOCC1)[C@@H]1CSC2c3ccccc3C(=O)N21 (stereo partly specified) | 2 | 3
CN(C(=O)Cn1cnc2ccccc2c1=O)C1CCS(=O)(=O)C1 (stereo unspecified) | 16 | -2
CC(=C/c1ccccc1)/C=N/NC(=O)c1ccccn1 | -5 | -3
O=C(COc1ccc(Br)cc1Cl)Nn1cnnc1 | -3 | 9
CCN(CC)C(=O)Cn1cc(S(=O)(=O)CC(=O)N2CCOCC2)c2ccccc21 | -9 | 21
C/C(=N\NC(=O)Cc1ccc(Cl)cc1)c1ccc(F)cc1 | -7 | 0
COC(=O)C1=C(C)N(Cc2ccccc2)C(=NCc2cccc(C(F)(F)F)c2)N[C@H]1c1cccc(C(F)(F)F)c1 | 122 | -53
CC(/C=C/c1ccccc1F)=N\NC(=O)c1cccc(F)c1 | -39 | -11
COCCCNC(=S)N/N=C/c1ccc(OC)c(Br)c1 | -4 | 8
O=C1N(Cc2cccc(Cl)c2)C[C@@H]2C[C@@H](c3ccccn3)N3CCC[C@@]123 | 10 | -3
C=CCn1c(SCC(=O)Nc2nc3ccccc3s2)nc(O)c(CC)c1=O | 9 | -5
CCN1CCN(C(c2cccs2)C(C)NC(=O)c2ccccc2)CC1 (stereo unspecified) | 8 | 0
O=c1oc(/C=C/c2ccco2)nc2sc3c(c12)CCC3 | -20 | -4
NC(=S)Nc1nccc(-c2cccs2)n1 | 0 | 2
Cc1cc(C)c2c(N)c(C(=O)NCC3CCCCC3)sc2n1 | -15 | 15
CCN(C(=O)COC(=O)COc1ccc2c(c1)CCC2)c1c(N)n(Cc2ccccc2)c(=O)[nH]c1=O | -8 | 3
CCCNC(=O)C1(C)CCN(C(=O)COc2ccc(Cl)cc2Cl)C1 (stereo unspecified) | -1 | 0
CCOc1ccc2nc(NC(=O)C3CCN(c4cnccn4)CC3)sc2c1 | 44 | -6
Cc1ccc(C(=O)NCCc2nnc3ccc(SCC(=O)N4CCCC4)nn23)cc1 | 2 | 4
O=C(COC(=O)CCc1ccccc1)NC12CC3CC(CC(C3)C1)C2 | -14 | 1
CCN(CC)S(=O)(=O)c1ccc(C(=O)/C=C/c2ccc(-c3ccc([N+](=O)[O-])cc3)o2)cc1 | -12 | -8
CCN(CC)Cc1csc(C(N)=O)c1 | 8 | 3
O=C(COC(=O)C12CC3CC(CC(Br)(C3)C1)C2)N1CCOCC1 | 9 | 6
N/C(=N\N=C\c1ccco1)SC1CC(=O)N(c2ccccc2)C1=O (stereo unspecified) | 3 | -1
CC/C(=C\c1ccc(N(C)C)cc1)c1ccncc1 | 2 | 11
CCc1ccccc1NC(=O)CNC(=O)CCNC(=O)Nc1ccccc1 | 7 | -3
O=C(Nc1ccc(Cl)cc1)C1CC(=O)n2c(nc3ccccc32)N1 (stereo unspecified) | 15 | -12
COc1ccc(CCNS(=O)(=O)c2cccc3cccnc23)cc1OC | -1 | -8
CC(C)COc1ccc(C(=O)N(Cc2ccco2)C2CCS(=O)(=O)C2)cc1 (stereo unspecified) | 1 | -12
O=C1c2ccccc2C(=O)C1c1ccccc1 | 1 | 0

(continued)
SMILES | H9c2 TAG inh | H9c2 TAG inh DAPI viability
COC(=O)c1c(CSc2cccc(C)c2)noc1C(=O)NCc1ccco1 | 26 | -21
Cc1ccc(CNC(=O)c2ccc3c(=O)c(O)c(-c4ccc(C)cc4)[nH]c3c2)cc1 | -3 | -10
Cc1cc(-c2nnc3n2N=C(c2ccc(-c4ccccc4)cc2)CS3)n[nH]1 | 30 | -2
O=C(COC(=O)C1CCC1)NCc1ccccc1 | 9 | -7
O=C(NCCc1ccccc1)c1ccc([N+](=O)[O-])cc1 | 2 | -13
Cc1ccc(C2CC(c3ccco3)n3nc(N)nc3N2)cc1 (stereo unspecified) | -6 | 11
COC(=O)CCCCCN1C(=O)/C(=C\c2ccncc2)SC1=S | -12 | -15
COc1ccc(CNC(=O)c2c(O)c3cccc4c3n(c2=O)CCC4)cc1OC | -12 | 3
COc1cc(OC)cc(C(=O)OCc2cc3ccccc3[nH]c2=O)c1 | 14 | -4
CCOc1ccc(S(=O)(=O)N2CCC(C(=O)NC3CCCCC3)CC2)cc1 | 6 | -11
NC(=S)N1OC[C@@H]2COc3ccc4ccccc4c3[C@@H]21 | -3 | -9
CN(C(=O)Cn1cc(C(F)(F)F)cc(Cl)c1=O)C1CCS(=O)(=O)C1 (stereo unspecified) | -3 | 4
COCCSc1ccccc1C(=O)Nc1nncs1 | -3 | 4
Cc1cc(C)cc(OC(=O)CN2C(=O)c3ccccc3C2=O)c1 | -19 | 10
O=C(CSc1nnc(NC(=O)c2ccccc2)s1)NCC1CCCO1 (stereo unspecified) | 5 | 5
CCOC(=O)C(C#N)=CN1CCN(C(=O)CCCl)c2ccccc21 | 13 | -3
COc1ccc(NCC(=O)Nc2cccc(S(=O)(=O)N3CCCC3)c2)cc1Cl | 19 | -4
COc1cc(C2c3c(oc4cc(C)c(C)cc4c3=O)C(=O)N2c2cc(C)ccn2)ccc1O (stereo unspecified) | 45 | -6
COCCCN1C2=C(C(=O)CC(C)(C)C2)C(c2ccc(O)c(OC)c2)C2=C1CC(C)(C)CC2=O | -5 | 5
NS(=O)(=O)c1ccc(N/C=C\C(=O)c2ccc(F)cc2)cc1 | -2 | 9
CSc1nsc(SCC(=O)NCc2ccc(C)cc2)n1 | 16 | -10
